Statin myotox sup: suppressors of statin myotoxicity in C2C12 myotubes, primary screen, cell-based, single point, plate reader | C2C12 myotubes + simvastatin, ATP luminescence, 48 h; scaled: DMSO 0, geranylgeraniol control 100 | rescue of ATP level, % at 7.49 µM | hit rate 0.78% among 330,000 | AID 602340, 2012;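 active means mean ATP rescue above about 67%, or every replicate alone reaching that limit, limit read from the data, passing the limit was not always enough; inconclusive means no clear call, values can overlap the other calls; inactive means mean under the limit and some replicate under it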;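 further: myotubes were challenged with 10 µM simvastatin during compound exposure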
esBAF inh: Bmi1 luciferase reporter increase in mESCs, primary screen, esBAF inhibitor project, mouse ES cells, Bmi1 luciferase knock-in, single point; hit rate 2% among 350,000; 24 h; 100% = twice the neutral-well signal; reporter increase, % at 12.5 µM; in the data active means activation above about 40%; inconclusive means no clear call, values can overlap the other calls;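 further: 0% = median of the plate's neutral control wells and 100% = double that signal; a rise in the Bmi1 reporter signal indicates esBAF inhibition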
* hit, by the source's call; ? = inconclusive. The list is partial; count on the stated rates, not on these rows.

Results follow in this order: Statin myotox sup	esBAF inh
- CCc1nn(C(C)C(=O)N2CCN(Cc3ccccc3)CC2)c(=O)c2cc3occc3n12 (centres undefined)
  -1	0
- COc1ccc(C(=O)/C=C/Nc2ccccn2)cc1
  5	-77
- CCOC(=O)c1c(N)n[nH]c1-c1ccc(OC)cc1
  -4	-5
- Cn1c2c(c(=O)n(C)c1=O)C(c1ccc(O)cc1)Nc1ccccc1O2 (centres undefined)
  0	-5
- COc1ccc(/C=N/NC(=O)CO/N=C(\C)c2cccs2)cc1
  -2	2
- Cc1cccc(NC(=O)C(C)Oc2ccccc2C)n1 (centres undefined)
  -1	-5
- O=C(CCN1C(=O)COc2ccccc21)NCc1cccs1
  4	-4
- Fc1ccccc1N1CCN(c2cnc3ccccc3n2)CC1
  0	-7
- CCOC(=O)c1c(C)n(C)c2cc(Br)c(C(=O)OC)cc12
  0	4
- Nc1cc(C2CCCC2)nn1-c1ccccc1
  -12	36
- O=C(c1ccccc1Cl)N1CCN(c2ccccn2)CC1
  -13	3
- Cc1cccc(NC(=O)CCN2C(=O)C3C4C=CC(C4)C3C2=O)n1 (centres undefined)
  3	-4
- O=C(N/N=C/C1CC=CCC1)c1ccccc1O (centres undefined)
  -9	-4
- O=C(CN1C(=O)CCS(=O)(=O)c2ccccc21)NCc1ccc2c(c1)OCO2
  7	-8
- COc1ccc(C(=O)NCC(=O)OCC(=O)c2c(C)[nH]c3ccccc23)cc1OC
  -1	2
- Cc1cc(C)nc(Sc2ccc(/C=C(\C#N)C(=O)Nc3ccccc3)o2)n1
  5	-2
- O=C(Oc1cc(-c2ccccc2)no1)c1ccc(Cl)cc1
  -11	-3
- C=C(Br)Cn1c(CCC)nc2ccccc21
  -21	6
- CCN1C(=O)/C(=C\N2CCN(c3ccccc3)CC2)SC1=S
  -8	-1
- Cn1c(=O)n(C)c2cc(CNc3ccc(N4CCOCC4)c(C(=O)O)c3)ccc21
  -5	3

Individual results from the entries so far.
Value of Cn1c(=O)n(C)c2cc(CNc3ccc(N4CCOCC4)c(C(=O)O)c3)ccc21 in Statin myotox sup: -5
Value of O=C(Oc1cc(-c2ccccc2)no1)c1ccc(Cl)cc1 in esBAF inh: -3
Value of Cc1cc(C)nc(Sc2ccc(/C=C(\C#N)C(=O)Nc3ccccc3)o2)n1 in Statin myotox sup: 5
Value of O=C(CN1C(=O)CCS(=O)(=O)c2ccccc21)NCc1ccc2c(c1)OCO2 in esBAF inh: -8
Value of C=C(Br)Cn1c(CCC)nc2ccccc21 in Statin myotox sup: -21
Value of CCN1C(=O)/C(=C\N2CCN(c3ccccc3)CC2)SC1=S in esBAF inh: -1
Value of COc1ccc(C(=O)NCC(=O)OCC(=O)c2c(C)[nH]c3ccccc23)cc1OC in Statin myotox sup: -1

Additional entries.
Results follow in this order: Statin myotox sup	esBAF inh
- Cc1ccc(Cl)c(OCC(O)CN(CCO)CCO)c1 (centres undefined)
  2	2
- COc1cccc(OC)c1C(=O)Nn1c(C2CCC2)nc2ccccc2c1=O
  31	-3
- Cc1ccccc1NC(=O)c1ccc(CN2CCc3ccccc3C2)cc1
  12	-6
- CCOC(=O)C(C(=O)NCc1ccc(F)cc1)c1ncc(C(F)(F)F)cc1Cl (centres undefined)
  -13	5
- C=CCNc1nc(NC(C)(C)CO)nc(OC)n1
  8	-3
- Cc1ccc(CN2CCN(/N=C/c3ccco3)CC2)c(C)c1
  5	1
- Cc1cc(Cl)c(S(=O)(=O)NCC2CCCO2)cc1OCC(N)=O (centres undefined)
  2	-11
- COCCC(=O)NC12CC3CC(CC(C3)C1)C2
  -8	-4
- CC(C)/C(=N\NC(=O)Nc1ccccc1)c1ccccc1
  13	-1
- CC(=O)c1ccc(N2CCN(C(=O)CCS(=O)(=O)c3ccc(C)cc3)CC2)cc1
  9	18
- CCOc1cc(N2CCOCC2)c(OCC)cc1NC(=O)CC12CC3CC(CC(C3)C1)C2
  -4	0
- O=C(N/N=C/c1cccc(O)c1)c1ccc(COc2ccc3c(c2)CCC3)o1
  -4	52*
- COc1ccc(CN2C(=O)c3ccccc3C(/C=N\OCc3ccc(F)cc3)C2=O)cc1 (centres undefined)
  -4	5
- Cc1onc(-c2ccccc2Cl)c1C(=O)Nc1ccc2c(c1)OCO2
  -3	-6
- COc1ccccc1NC(=O)c1oc2ccccc2c1NC(=O)c1ccco1
  -23	-3
- CC(C)(C)c1ccc(C(=O)N2CCN(CCNC(=O)C(=O)NCc3ccc(Cl)cc3)CC2)cc1
  -16	10
- CCNc1nc(NCC)nc(C(=O)Nc2ccccc2)n1
  -6	3
- Cc1ccc(CN2C(=O)CCC2C(=O)NCCCN2CCOCC2)cc1 (centres undefined)
  -1	-2
- O=C(O)C1CC=CCC1C(=O)N1CCCC1 (centres undefined)
  -14	3
- Cc1ccc(CSC2=CS(=O)(=O)c3ccccc3N2)cc1
  -4	17
- Cc1cc(C)c2[nH]c(=O)c(CN(CC3CCCO3)C(=O)c3cnccn3)cc2c1 (centres undefined)
  24	-9
- CCCS(=O)(=O)N1CCCC(C(=O)NCCCN(Cc2ccccc2)C(C)C)C1 (centres undefined)
  1	4
- Nc1ccc(C23CC4CC(CC(O)(C4)C2)C3)cc1
  -5	-32
- Cc1c(C(=O)NC(C)CN2CCCCC2)oc2ccccc12 (centres undefined)
  -4	3
- Cc1ccc(NCc2nnc(SC(C)C(=O)N/N=C/c3ccc(C)o3)n2-c2ccccc2)cc1 (centres undefined)
  4	2
- COc1cccc(C(=O)CSc2nnc(CNc3nc(-c4ccccc4)cs3)n2C)c1
  -3	-9
- Cc1nn(Cc2ccccc2Cl)c(C)c1N
  1	9
- COc1ccc(CCNC(=O)c2cc(-c3ccc(C)c(C)c3O)n[nH]2)cc1OC
  11	9
- COc1ccc(Nc2nc3ccccc3c(=O)s2)c(OC)c1
  -2	3
- Cc1ccc(N(C(C)C(=O)O)S(=O)(=O)c2c(C)n[nH]c2C)cc1 (centres undefined)
  -12	-1
- Cc1ccc(CSCCNC(=O)c2ccc(N(C)S(=O)(=O)c3ccccc3)cc2)cc1
  1	-3
- O=C(NC(Cc1ccccc1)C(=O)O)c1ccc(S(=O)(=O)N2CCOCC2)cc1 (centres undefined)
  29	13
- O=c1nc2ccccc2c2n1CC(CN1CCN(Cc3ccccc3)CC1)N2 (centres undefined)
  -3	1
- CC(=O)OC(C(=O)NCS(=O)(=O)c1ccc(C)cc1)c1cccnc1 (centres undefined)
  0	-2
- Cc1nn(Cc2c(Cl)cccc2Cl)c(Cl)c1/C=C/C(=O)OCC(=O)NCC(F)(F)F
  -8	0
- COc1ccc(S(=O)(=O)N2CCC(C(=O)NCc3ccccn3)CC2)cc1C
  -6	6
- COc1ccc2c3c(cccc13)OCC2=O
  -4	-5
- COC(=O)[C@H](C)NC(=O)Nc1cc(OC)ccc1OC
  17	-4
- CCN(CC)CCN1C(=O)C(=O)/C(=C(/O)c2ccc(S(=O)(=O)N3CCOCC3)cc2)C1c1ccc(C(C)(C)C)cc1 (centres undefined)
  0	3
- COC(=O)c1ccc(NC(=S)Nc2ccc3ccccc3c2)cc1
  0	16
- O=C(c1nc2ncccn2n1)N1CCc2ccccc2C1
  -3	3
- Cn1nc(C(=O)NCCCN2CCCCC2)c2c1-c1ccccc1S(=O)(=O)C2
  5	-6
- O=C(CSc1nnnn1-c1ccccc1)NCc1ccco1
  -2	-3
- CCOc1ccc(-n2c(C)nc3cc(C(=O)NCCN4CCOCC4)ccc32)cc1
  -6	-6
- CCOc1cc(/C=C2\C(=O)N(c3nc(-c4ccc(Br)cc4)cs3)N=C2c2ccccc2)ccc1O
  -23	-9
- Cc1cc2oc(C(=O)Nc3c(C)n(C)n(-c4ccccc4)c3=O)c(C)c2cc1C
  -13	-5
- Cc1ccccc1NC(=O)C1CCCN1S(=O)(=O)c1cccc2cccnc12 (centres undefined)
  12	0
- Cn1c(CC(=O)Nc2ccc(Cl)c(Cl)c2)nnc1SCC(=O)Nc1nccs1
  10	-7
- CC1(C)C(=O)OC(C(=O)c2ccc(C(C)(C)C)cc2)C(C)(C)C1=O (centres undefined)
  -14	14
- CCCN1CCC2(CC1)NC(C(=O)O)Cc1c2[nH]c2ccccc12 (centres undefined)
  9	-3

Carrying on:
Results follow in this order: Statin myotox sup	esBAF inh
- CC(C)(C)C(=O)NNC(=O)CCCOc1ccc(Cl)cc1Cl
  20	0
- CCCCN(C(=S)Nc1ccccc1)C1CCS(=O)(=O)C1 (centres undefined)
  13	11
- CCc1cc2cccc(C)c2nc1SCC(=O)NNC(=O)c1ccco1
  0	-10
- CCOC(=O)NCc1ccc2c(c1)OCO2
  4	-1
- CCN1C(=O)CC(NCc2ccc3c(c2)OCO3)C1=O (centres undefined)
  1	-14
- Cc1cccnc1NC(=O)Nc1cccc2ccccc12
  17	3
- CC(=O)Nc1ccc(NC(=O)CN2CCN(c3cccc(C(F)(F)F)c3)CC2)cc1
  -44	-5
- CN(C)c1nc(SCc2ccccc2Cl)nc2c1CCCC2
  -14	-8
- S=C(Nc1ccccc1)c1ccccn1
  -8	80*
- COc1ccc(CNc2nc(NCc3ccc(OC)cc3)c3ncn(C4CCCC4)c3n2)cc1
  -22	-46
- O=C(O)/C(=C1\OC(=O)c2ccccc21)c1ccccc1
  7	2
- COc1cccc(-n2cc(C(=O)O)c3ccccc3c2=O)c1
  -1	2
- CC(C)C(c1nnnn1CC1CCCO1)N1CCN(Cc2ccc3c(c2)OCO3)CC1 (centres undefined)
  -12	-2
- O=C(NCc1ccccn1)Nc1ccc(Cl)c(Cl)c1
  -24	27
- Cc1ccc(C(C)C)c(OCc2nn(CC(=O)c3ccc(OC(F)F)cc3)c3[n+]2CCCCC3)c1
  -105	-35
- OCCCCCN=c1cc(-c2ccccc2)oc2ccc(Cl)cc12
  24	78*
- O=S(=O)(Nc1ccc2c(c1)OCCO2)c1ccc2oc3ccccc3c2c1
  5	-4
- c1ccc(Cn2nnc(CNc3ccccc3)c2-c2c(CNc3ccccc3)nnn2Cc2ccccc2)cc1
  13	-6
- c1ccc(NCc2cccnc2)cc1
  -5	-5
- COc1cccc(N/C=C/C(=O)c2ccc(Br)cc2)c1
  -6	8
- CCn1c(NCc2ccccn2)nc2ccccc21
  11	7
- CC(=O)N1CCN(CCN=CC2=C(O)CC(C)(C)CC2=O)CC1
  -7	-5
- Cc1nn(C)c(C)c1CN(C)S(=O)(=O)c1ccc(F)cc1
  8	5
- CN(C)S(=O)(=O)c1ccc(C(=O)OCc2ccc(C#N)cc2)cc1
  -9	-5
- CN1C(=O)C(O)(C2COC(C)(C)CC2=O)c2cc(Br)ccc21 (centres undefined)
  1	-3
- CN1C(=O)C(C)(C)c2cc(S(=O)(=O)NCC(=O)NCc3ccccc3)ccc21
  3	1
- CCC1Oc2ccccc2N(CC(=O)Nc2ccc(OC)cc2OC)C1=O (centres undefined)
  18	7
- O=C(O)c1cccc(NC(=O)c2cccc(S(=O)(=O)N3CCCCC3)c2)c1
  -7	8
- CCn1c(=O)c2c(nc(SCc3ccccn3)n2C)n(C)c1=O
  4	4
- [2H]c1c([2H])c([2H])c(C(=O)c2sc(N3CCCCCC3)nc2-c2ccccc2)c([2H])c1[2H]
  -13	7
- CCOc1ccc(C2CC(=O)n3nc(C45CC6CC(CC(C6)C4)C5)nc3S2)cc1OC (centres undefined)
  1	-8
- O=S(=O)(c1ccc2c(c1)OCO2)N1CCN(c2nnnn2-c2ccccc2)CC1
  -2	-3
- N#CCC(=O)NCCCOC(=O)Nc1ccc(Cl)c(Cl)c1
  -30	10
- CCCCC(CC)C(=O)Nc1ccc(Cl)cn1 (centres undefined)
  -6	-13
- O=C(O)CCC(=O)Nc1ccccc1C(=O)NC1CCCCC1
  18	-1
- Cc1cc(C)c(C)c(OCC(=O)NCCN(C)C)c1
  1	4
- Cc1ccc2c(c1)N(CC(=O)NCCc1c[nH]c3ccccc13)C(=O)CO2
  80*	-5
- Cc1ccc(OCCCN2CCCC2)c(C)c1
  4	-1
- COc1cccc(CNC(=O)CCS(=O)(=O)c2cccs2)c1
  -1	-1
- O=c1cc(CN2CCN(c3ccccc3)CC2)c2cc(O)c(-c3ccccc3)cc2o1
  -16	8
- Nc1ccc2oc(-c3cccc(Br)c3)nc2c1
  7	-4
- c1ccc(-n2ncc3c2ncn2nnnc32)cc1
  11	-3
- CN(C)c1ccc(/C(=N\O)c2ccccc2)cc1
  8	28
- CCc1ccccc1NC(=O)c1ccc(CN2CCC(Cc3ccccc3)CC2)cc1
  -29	0
- NC(=O)c1cccc2c(=O)oc3ccccc3c12
  13	0
- CC(C)CC(c1nnnn1CCc1ccccc1)N1CCN(C(=O)c2ccco2)CC1 (centres undefined)
  -8	0
- O=C(NC1CCC(O)CC1)c1ccc(S(=O)(=O)NCc2ccco2)cc1 (centres undefined)
  7	-11
- COC(=O)C1=C2SC(C)C(=O)N2C(N)=C(C#N)C1c1cc(OC)c(OC)c(OC)c1 (centres undefined)
  -3	8
- Cc1ccc(S(=O)(=O)Oc2ccc3c(c2)O/C(=C\c2cccnc2)C3=O)cc1
  -16	5
- CC1CCC(n2c(=S)[nH]c3ccccc3c2=O)CC1 (centres undefined)
  -53	-9

More records follow:
Results follow in this order: Statin myotox sup	esBAF inh
- COC(=O)c1ccc(/C=C/C(=O)c2ccc(OC)c(OC)c2)cc1
  -6	-4
- CC(=O)c1cc(C#N)c(SCc2ccncc2)nc1C
  -35	17
- O=C(NCc1ccncc1)/C(=N/O)c1ccccc1
  -9	3
- Cc1cccc(CSc2nc(N)c(C#N)c(-c3cccs3)c2C#N)c1
  0	-2
- CC(=O)NC(CC(=O)O)C(=O)O (centres undefined)
  -2	0
- COC(=O)c1c(-c2cccs2)csc1NC(=O)c1cccnc1
  -14	?
- Cc1ccnc(NS(=O)(=O)c2cccs2)c1
  -14	-4

Fetched by compound from above:
Results follow in this order: Statin myotox sup	esBAF inh
- CC(=O)c1cc(C#N)c(SCc2ccncc2)nc1C
  -35	17
- COC(=O)c1c(-c2cccs2)csc1NC(=O)c1cccnc1
  -14	?
- O=C(NCc1ccncc1)/C(=N/O)c1ccccc1
  -9	3

Screening data (PubChem)
